Source: PubChem
DAX1 inh-1: inhibits human nuclear receptor DAX1; P51843; HEK293 Gal4-DAX1 luciferase reporter, luminescence; inhibition, % at 6.75 µM; actives 0.99% (n = 340,000); AID 504766;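 active = inhibition above the mean over all tested compounds plus 3 SD, cut at about 4.2% in these data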;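 note: 0% = DAX1-transfected cells with DMSO and 100% = empty-vector control cells with DMSO; inhibition shows as a rise in luminescence from relieved DAX1 repression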
Target sequence (P51843 207-470 limits assumed): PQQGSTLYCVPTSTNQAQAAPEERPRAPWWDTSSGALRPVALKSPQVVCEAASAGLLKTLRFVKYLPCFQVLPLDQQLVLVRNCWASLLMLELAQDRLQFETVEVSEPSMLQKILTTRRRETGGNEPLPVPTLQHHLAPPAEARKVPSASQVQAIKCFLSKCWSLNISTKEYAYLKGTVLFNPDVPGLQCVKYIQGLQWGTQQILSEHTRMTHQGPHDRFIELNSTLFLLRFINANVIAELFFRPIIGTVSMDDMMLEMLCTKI
hgDAF12 agonist: agonists of H. glycines DAF-12 nuclear receptor. activation, % at 6.8 µM. HEK293 GAL4-hgDAF12 UAS-luciferase reporter, agonist luminescence; normalized to butyrate control. AID 687014. actives 1.8% (n = 370,000);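 active = activation above a cutoff set at the mean of all screened compounds plus 3 SD, cut at about 10% in these data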;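 note: 0% = DMSO wells and 100% = sodium butyrate wells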
DAX1 inh-2: blocks DAX1 repression of SF-1 activated StAR promoter. actives 1.1% (n = 370,000). AID 652010. inhibition, % at 6.8 µM. HEK293T StAR-luciferase reporter, SF-1/DAX-1 repression relief;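 active = inhibition above the mean over all tested compounds plus 3 SD, cut at about 3.6% in these data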;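 note: 0% = DAX-1 cells with DMSO and 100% = cells lacking DAX-1 with DMSO; higher inhibition means more luminescence from relief of DAX-1 repression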
GC-B act: GC-B (human) receptor activation. P20594. HEK293-GC-B cells, CNP EC30, cGMP TR-FRET; 0% at EC30 CNP, 100% saturating CNP. activation, % at 10 µM. actives 0.11% (n = 370,000);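 active = activation at 10 µM reaching about 35% in either raw or pattern-adjusted values, limit read from the data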
sPLA2-III inh: Blocks human group III sPLA2 activity; Q9NZ20; QFRET BODIPY PC-A2 liposome hydrolysis, fluorescence; inhibition, % at 12.2 µM; actives 0.56% (n = 370,000); AID 743126;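 active = inhibition above mean plus 3 SD of compounds lying within the high and low control bounds, cut at about 19% in these data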;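 note: 0% = median of test compound wells and 100% = no enzyme DMSO wells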
Target sequence (Q9NZ20 whole entry, looked up): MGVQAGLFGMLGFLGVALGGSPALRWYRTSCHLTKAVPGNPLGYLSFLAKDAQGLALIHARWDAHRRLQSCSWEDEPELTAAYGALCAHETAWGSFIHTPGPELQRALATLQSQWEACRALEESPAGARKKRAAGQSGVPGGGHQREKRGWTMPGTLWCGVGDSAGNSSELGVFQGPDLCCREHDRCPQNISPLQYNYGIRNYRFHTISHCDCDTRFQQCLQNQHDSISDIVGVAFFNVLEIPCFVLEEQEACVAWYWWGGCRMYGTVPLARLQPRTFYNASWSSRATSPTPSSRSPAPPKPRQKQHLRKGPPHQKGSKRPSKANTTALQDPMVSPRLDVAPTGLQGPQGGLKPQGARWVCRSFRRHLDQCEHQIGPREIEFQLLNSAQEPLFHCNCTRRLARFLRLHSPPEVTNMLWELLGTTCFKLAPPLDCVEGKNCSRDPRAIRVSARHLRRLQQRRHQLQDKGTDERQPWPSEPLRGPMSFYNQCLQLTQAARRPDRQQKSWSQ
SMARCA2 activ: activators of SMARCA2 function; actives 1% (n = 370,000); activation, % at 9.1 µM; MG213 cells, MMTV-luciferase reporter, dexamethasone, overnight; in the data active = activation above about 7.8%;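 note: 0% = vehicle wells and 100% = reference activator wells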
ssDAF12 agonist: activates DAF-12 receptor from parasite S. stercoralis; HEK293 ssDAF-12/GRIP1 lit1-tk-luc reporter, luminescence; % of 3 µM dafachronic acid response; activation, % at 6.8 µM; actives 1% (n = 370,000);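 active = activation above the mean over all tested compounds plus 3 SD, cut at about 0.9% in these data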;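 note: 0% = DMSO-only wells and 100% = 3 µM delta7-dafachronic acid wells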
hcDAF12 agonist: activators of H. contortus DAF-12 nuclear receptor; activation, % at 6.8 µM; actives 1.4% (n = 370,000); AID 652067; HEK293 hcDAF-12 lit1-tk-luc reporter, luminescence; 0% DMSO, 100% Δ7-dafachronic acid;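 active = activation above the mean of all tested compounds plus 3 SD, cut at about 5.5% in these data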;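 note: 100% = response to 3 µM Δ7-dafachronic acid high control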
ADAM10 inh: inhibitors of human ADAM10; O14672; actives 0.62% (n = 370,000); inhibition, % at 7 µM; recombinant ADAM10, EDANS/DABCYL FRET peptide cleavage, 3 h;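 active = inhibition above a per-campaign cutoff equal to the mean of compounds falling between control-based bounds plus 3 SD, cut at about 20% in these data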;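 note: 0% = DMSO wells while the 100% control is not disclosed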
NPR1 activator: GC-A (human) enzyme activation. P16066. HEK293 GC-A cells, cGMP TR-FRET, EC30 ANP; 0% at EC30 ANP, 100% saturating ANP. activation, % at 10 µM. actives 0.14% (n = 370,000); in the data active = activation above about 40%
GAA850 FXN act: activators of GAA850 frataxin (FXN) promoter; actives 0.56% (n = 360,000); activation, % at 6 µM; HEK293 lucGAA850 FXN promoter luciferase reporter, 24 h; percent of 10 µM SAHA response; AID 540364;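 active = activation above the average of all compounds screened plus 3 SD, cutoff fixed separately per campaign, cut at about 7.5% in these data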;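 note: 0% = DMSO wells and 100% = 10 µM SAHA wells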
* = called active by the depositor.

Screening COc1ccc(-c2cccc(C3CC=CC4C3C(=O)N(Cc3ccccc3)C4c3ccc4ccccc4c3)c2)cc1 (centres undefined) returned DAX1 inh-1 0.5, hgDAF12 agonist 2.2, DAX1 inh-2 0.7, GC-B act 0, sPLA2-III inh 13, SMARCA2 activ 0, ssDAF12 agonist -1.2, hcDAF12 agonist -1.6, ADAM10 inh 5, NPR1 activator -2 and GAA850 FXN act 0.2.
Cc1nnc(SCC(=O)NNC(=O)COc2ccc(Cl)cc2)n1C was read as DAX1 inh-1 0.3, hgDAF12 agonist -4.2, DAX1 inh-2 -0.3, GC-B act 7, sPLA2-III inh -1, SMARCA2 activ -1, ssDAF12 agonist -0.6, hcDAF12 agonist 3.3, ADAM10 inh 17, NPR1 activator 1 and GAA850 FXN act 1.2.
`COc1ccc(NC(=O)[C@@]2(CC(=O)O)CC(/C=C/c3ccccc3)=NO2)cc1` gave DAX1 inh-1 0.9, hgDAF12 agonist 0.7, DAX1 inh-2 0.2, GC-B act 4, sPLA2-III inh 6, SMARCA2 activ -1, ssDAF12 agonist -0.5, hcDAF12 agonist 7.9*, ADAM10 inh 9, NPR1 activator 3 and GAA850 FXN act 1.2.
`CCOc1ccc(S(=O)(=O)N2CCC(C(=O)OCc3cccc(OC)c3OC)CC2)cc1` gave DAX1 inh-1 1.4, hgDAF12 agonist -0.5, DAX1 inh-2 0.5, GC-B act 4, sPLA2-III inh -17, SMARCA2 activ -2, ssDAF12 agonist -0.9, hcDAF12 agonist -2.0, ADAM10 inh 7, NPR1 activator 5 and GAA850 FXN act -0.5.
CO[C@H]1CN(C)C(=O)c2ccc(NC(=O)C3CCC3)cc2OC[C@H](C)N(Cc2ccccn2)C[C@@H]1C was read as hgDAF12 agonist 0.2, DAX1 inh-2 -0.1, GC-B act 4, sPLA2-III inh -2, SMARCA2 activ -4, ssDAF12 agonist -0.7, hcDAF12 agonist -2.1, ADAM10 inh -1 and NPR1 activator 4.
COc1ccc(NC(=O)CC2Nc3cccc4cccc(c34)NC2=O)cc1 (centres undefined) was read as DAX1 inh-1 0.1, hgDAF12 agonist -1.9, DAX1 inh-2 -0.9, GC-B act -5, sPLA2-III inh -3, SMARCA2 activ 2, ssDAF12 agonist -0.8, hcDAF12 agonist 3.2, ADAM10 inh -18, NPR1 activator -2 and GAA850 FXN act -2.4.
For COc1ccc(Cl)cc1NC(=O)Cn1nnc(C(=O)NCc2ccc3c(c2)OCO3)c1N the results were DAX1 inh-1 0.5, hgDAF12 agonist 0.7, DAX1 inh-2 0.3, GC-B act 0, sPLA2-III inh -6, SMARCA2 activ 0, ssDAF12 agonist -1.5, hcDAF12 agonist -1.5, ADAM10 inh 3, NPR1 activator -2 and GAA850 FXN act 1.5.
For COc1ccc(-c2cccc(NS(=O)(=O)c3ccc([N+](=O)[O-])cc3)c2)nn1 the results were DAX1 inh-1 0.2, hgDAF12 agonist 0.1, DAX1 inh-2 -1.2, GC-B act 2, sPLA2-III inh -11, SMARCA2 activ -2, ssDAF12 agonist -1.4, hcDAF12 agonist -1.5, ADAM10 inh 1, NPR1 activator 0 and GAA850 FXN act 0.5.
C=CCCC(=O)N1C[C@H]2CCN(C)[C@H]2C[C@H]1c1ccccc1Br was read as hgDAF12 agonist 4.7, DAX1 inh-2 0.6, GC-B act -3, sPLA2-III inh -4, SMARCA2 activ 1, ssDAF12 agonist -0.5, hcDAF12 agonist 0.6, ADAM10 inh -10 and NPR1 activator -4.
CCOC(=O)c1cnc(SC)nc1Oc1cccc(NS(=O)(=O)c2ccc(F)cc2)c1 was read as DAX1 inh-1 0.2, hgDAF12 agonist -0.6, DAX1 inh-2 0.5, GC-B act 1, sPLA2-III inh -3, SMARCA2 activ -2, ssDAF12 agonist -1.0, hcDAF12 agonist -0.9, ADAM10 inh -3, NPR1 activator 3 and GAA850 FXN act -1.6.
`Cc1cccc(NC(=O)C(=O)NCC2CCCN2S(=O)(=O)c2ccccc2)c1` (centres undefined) gave DAX1 inh-1 -1.3, hgDAF12 agonist -3.4, DAX1 inh-2 -2.8, GC-B act -1, sPLA2-III inh 3, SMARCA2 activ -1, ssDAF12 agonist -1.3, hcDAF12 agonist -2.6, ADAM10 inh -7, NPR1 activator -1 and GAA850 FXN act 1.0.
Screening COc1cc(/C=C(\C#N)C(=O)NCCc2ccccc2)cc(OC)c1O returned DAX1 inh-1 0.9, hgDAF12 agonist 2.1, DAX1 inh-2 0.5, GC-B act -1, sPLA2-III inh 1, SMARCA2 activ -1, ssDAF12 agonist -0.9, hcDAF12 agonist -2.0, ADAM10 inh 3, NPR1 activator 3 and GAA850 FXN act -0.5.
`CNc1nc(N)c(C(=O)C23CC4CC(CC(C4)C2)C3)s1` gave hgDAF12 agonist 3.6, DAX1 inh-2 0.9, GC-B act 0, sPLA2-III inh 1, SMARCA2 activ 2, ssDAF12 agonist -1.1, hcDAF12 agonist -1.8, ADAM10 inh 16, NPR1 activator 1 and GAA850 FXN act 3.0.
Screening CCC(=NC(C)c1ccccc1)c1c(O)n(C)c(=O)n(C)c1=O (centres undefined) returned DAX1 inh-1 -2.7, hgDAF12 agonist -6.9, DAX1 inh-2 -2.8, GC-B act 18, sPLA2-III inh 7, SMARCA2 activ -3, ssDAF12 agonist -2.5, hcDAF12 agonist -4.0, ADAM10 inh 9, NPR1 activator 4 and GAA850 FXN act -0.3.
Screening CCCCC(=O)OCC(=O)c1cc(C)n(-c2c(C)n(C)n(-c3ccccc3)c2=O)c1C returned DAX1 inh-1 1.2, hgDAF12 agonist 1.7, DAX1 inh-2 -1.0, GC-B act 4, sPLA2-III inh -3, SMARCA2 activ -2, ssDAF12 agonist -0.8, hcDAF12 agonist -1.1, ADAM10 inh 0, NPR1 activator 4 and GAA850 FXN act -3.6.
O=c1nc2n(c3ccc(Br)cc13)CCS2 was read as DAX1 inh-1 0.3, hgDAF12 agonist -0.6, DAX1 inh-2 0.0, GC-B act -2, sPLA2-III inh 0, SMARCA2 activ 3, ssDAF12 agonist -1.1, hcDAF12 agonist 0.3, ADAM10 inh 1, NPR1 activator 1 and GAA850 FXN act -1.8.
For CS(=O)(=O)N1CCCC(C(=O)NCc2ccccn2)C1 (centres undefined) the results were DAX1 inh-1 1.3, hgDAF12 agonist -1.9, DAX1 inh-2 0.3, GC-B act 2, sPLA2-III inh -1, SMARCA2 activ 0, ssDAF12 agonist -0.8, hcDAF12 agonist -1.1, ADAM10 inh 1, NPR1 activator 1 and GAA850 FXN act 1.4.
CC1(C)C2CCC1(CS(=O)(=O)Nc1ccccc1)C(=O)C2 (centres undefined) was read as DAX1 inh-1 1.8, hgDAF12 agonist 3.1, DAX1 inh-2 -0.7, GC-B act 1, sPLA2-III inh -3, SMARCA2 activ -3, ssDAF12 agonist -1.1, hcDAF12 agonist -0.7, ADAM10 inh 3, NPR1 activator -2 and GAA850 FXN act 2.1.
Screening COCCn1cnnc1SCC(=O)Nc1ccccc1C(=O)Nc1ccc2c(c1)OCO2 returned DAX1 inh-1 1.3, hgDAF12 agonist 2.9, DAX1 inh-2 0.5, GC-B act -3, sPLA2-III inh 12, SMARCA2 activ -1, ssDAF12 agonist -1.0, hcDAF12 agonist 0.7, ADAM10 inh 4, NPR1 activator 1 and GAA850 FXN act 2.4.
For COc1cccc2c1N1C(=O)c3c(C(=O)O)cccc3C1CC2(C)C (centres undefined) the results were DAX1 inh-1 0.7, hgDAF12 agonist 2.2, DAX1 inh-2 -0.2, GC-B act 3, sPLA2-III inh -5, SMARCA2 activ 0, ssDAF12 agonist -1.1, hcDAF12 agonist -1.0, ADAM10 inh -4, NPR1 activator 3 and GAA850 FXN act 0.6.
Screening CCOc1ccc(NC(C)=O)cc1[N+](=O)[O-] returned DAX1 inh-1 3.9, hgDAF12 agonist 0.1, DAX1 inh-2 0.1, GC-B act 4, sPLA2-III inh 5, SMARCA2 activ 6, ssDAF12 agonist 0.1, hcDAF12 agonist 0.3, ADAM10 inh -2, NPR1 activator 1 and GAA850 FXN act 0.5.
Screening COc1ccc(C(C(=O)Nc2c(C)cccc2C)n2c(=O)c(-c3ccccc3)nc3ccccc32)cc1 (centres undefined) returned hgDAF12 agonist 0.6, DAX1 inh-2 0.0, GC-B act 2, sPLA2-III inh -6, SMARCA2 activ 0, ssDAF12 agonist -0.5, hcDAF12 agonist 2.1, ADAM10 inh -33 and NPR1 activator 3.
CC(OC(=O)Cc1ccccc1F)C(=O)Nc1ccc(Cl)cn1 (centres undefined) was read as DAX1 inh-1 -0.5, hgDAF12 agonist -0.1, DAX1 inh-2 1.4, GC-B act -4, sPLA2-III inh -5, SMARCA2 activ -1, ssDAF12 agonist -0.3, hcDAF12 agonist -0.8, ADAM10 inh 5, NPR1 activator 0 and GAA850 FXN act -2.7.
`Cc1ccc2c(C(=O)CNc3nncs3)c(C)[nH]c2c1` gave DAX1 inh-1 0.7, hgDAF12 agonist 1.4, DAX1 inh-2 -0.2, GC-B act 2, sPLA2-III inh -1, SMARCA2 activ 2, ssDAF12 agonist -1.0, hcDAF12 agonist 0.8, ADAM10 inh 1, NPR1 activator -4 and GAA850 FXN act 0.9.
`CCOC(=O)C(C)Sc1nnc(Cn2c(=O)sc3ccccc32)n1-c1ccccc1` (centres undefined) gave DAX1 inh-1 -0.5, hgDAF12 agonist -1.0, DAX1 inh-2 -0.6, GC-B act -9, sPLA2-III inh -4, SMARCA2 activ 2, ssDAF12 agonist -1.3, hcDAF12 agonist 1.6, ADAM10 inh -4, NPR1 activator -3 and GAA850 FXN act 3.9.
Screening CC1=NN(c2ccccc2)C(=O)C1(C)C returned DAX1 inh-1 0.1, hgDAF12 agonist -1.5, DAX1 inh-2 -0.1, GC-B act -1, sPLA2-III inh 13, SMARCA2 activ 2, ssDAF12 agonist -0.9, hcDAF12 agonist -0.8, ADAM10 inh -19, NPR1 activator 5 and GAA850 FXN act 3.8.
O=S(=O)(c1ccc2c(c1)CCC2)N1CCNCC1 was read as DAX1 inh-1 0.9, hgDAF12 agonist 2.8, DAX1 inh-2 1.7, GC-B act -3, sPLA2-III inh 10, SMARCA2 activ -2, ssDAF12 agonist -1.1, hcDAF12 agonist -1.2, ADAM10 inh -14, NPR1 activator 0 and GAA850 FXN act 0.1.
For Cc1cccc2nc(-c3cccnc3)c(NCCC(C)C)n12 the results were DAX1 inh-1 -0.5, hgDAF12 agonist 0.6, DAX1 inh-2 -0.3, GC-B act 2, sPLA2-III inh 2, SMARCA2 activ -2, ssDAF12 agonist -1.2, hcDAF12 agonist 0.1, ADAM10 inh -74, NPR1 activator 8 and GAA850 FXN act 2.8.
Screening COc1ccc(Cc2cc(-c3ccc(F)cc3)n[nH]c2=O)cc1 returned hgDAF12 agonist 1.1, DAX1 inh-2 0.1, GC-B act 3, sPLA2-III inh -4, SMARCA2 activ -1, ssDAF12 agonist -1.2, hcDAF12 agonist -0.6, ADAM10 inh -1, NPR1 activator 4 and GAA850 FXN act 0.6.
